FXIIa inh 1536 – factor XIIa (human) inhibition; P00748; 220,000 tested, 0.3% active; purified FXIIa, Boc-QGR-AMC fluorogenic substrate, 2 h; inhibition, % at 5 µM; in the data active = inhibition above about 40%;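 also: 0% = enzyme with no compound and 100% = blank without enzyme; many of its hits are not listed in these tables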
FXIa inh 1536 – inhibitors of human coagulation factor XIa. P03951. purified FXIa, Boc-Glu-Ala-Arg-AMC fluorogenic substrate. inhibition, % at 5 µM. 220,000 tested, 0.14% active. AID 798;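 active = inhibition of at least 40%; inactive = inhibition below 40%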;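 also: fluorescence of freed AMC excited at 355 nm; 0% = enzyme without compound and 100% = no enzyme blank; many of its hits are not listed in these tables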
Rad51 HR inh – Rad51 (human) homologous recombination inhibition | Q06609 | hRad51 DNA strand exchange, fluorescence dequenching | inhibition, % at 10 µM | 200,000 tested, 0.085% active | AID 1385;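 active = inhibition above 40% at the single screening dose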;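 also: 0% = DMSO control wells and 100% = blanks with heterologous ssDNA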
Target sequence (Q06609 whole entry, looked up): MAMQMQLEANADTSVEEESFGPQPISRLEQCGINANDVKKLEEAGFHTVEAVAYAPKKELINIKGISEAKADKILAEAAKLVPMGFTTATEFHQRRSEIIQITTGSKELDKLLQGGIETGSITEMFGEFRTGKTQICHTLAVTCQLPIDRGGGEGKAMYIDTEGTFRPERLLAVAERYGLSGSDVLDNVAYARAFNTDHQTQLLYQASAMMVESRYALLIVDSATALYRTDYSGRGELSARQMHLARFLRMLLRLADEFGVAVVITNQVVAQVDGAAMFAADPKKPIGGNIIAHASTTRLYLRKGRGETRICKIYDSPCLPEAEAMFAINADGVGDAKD
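Assay system: Human Rad51 nucleoprotein filaments preassembled on unlabelled ssDNA | Reagent: Donor/quencher-labelled 47-bp dsDNA substrate | Doses: One concentration, 10 µM final | Times: 37 °C 15-min filament assembly, 30-min compound preincubation, 15-min exchange | Technique: Fluorescein emission 520 nm, excitation 485 nm | Benchmarks: Plate control and blank wells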
TNF necrop inh – blocks TNF-alpha induced death of Jurkat FADD-/- cells | activation (protection from cell death), % at 10 µM | 220,000 tested, 0.068% active | Jurkat FADD-/- TNF necroptosis rescue, ATP luminescence, 24 h; 0 = TNF only, 100 = no-TNF cells;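 active = activation, meaning protection from cell death, of at least 50% relative to plate controls; inactive = activation below 50%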;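 also: necroptosis triggered by 40 ng/mL TNF-alpha added together with compound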
KLK5 inh – blocks human kallikrein 5 protease activity. recombinant hK5, fluorogenic AMC substrate cleavage. inhibition, % at 5 µM. Q9Y337. 210,000 tested, 0.59% active;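 active = inhibition of 40% or more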;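 also: 0% = enzyme controls without compound and 100% = no-enzyme blanks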
Target sequence (Q9Y337 67-293 limits assumed): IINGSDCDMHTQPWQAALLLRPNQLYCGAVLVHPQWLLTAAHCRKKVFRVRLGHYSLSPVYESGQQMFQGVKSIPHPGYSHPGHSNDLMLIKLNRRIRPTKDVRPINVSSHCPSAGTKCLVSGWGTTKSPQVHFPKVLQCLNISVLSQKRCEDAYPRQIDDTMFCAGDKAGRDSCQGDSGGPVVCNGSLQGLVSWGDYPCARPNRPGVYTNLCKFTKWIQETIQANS
Thrombin inh – blocks human thrombin protease activity; inhibition, % at 5 µM; P00734; alpha-thrombin, Boc-VPR-AMC fluorogenic substrate cleavage; 220,000 tested, 0.26% active;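 active = inhibition at or above 40%; inactive = inhibition below 40%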;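 also: 0% = enzyme with no compound and 100% = wells without enzyme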
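Material: human alpha-thrombin protein; Also added: Boc-VPR-AMC substrate, 15 µM final; Timing: enzyme reaction carried out at room temperature; Signal: fluorescence, ex 355 nm, em 460 nm; Measure: % inhibition of thrombin; Controls: enzyme without compound as high, wells lacking enzyme as low.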
Hck-Nef inh – human Hck-Nef kinase inhibition. P08631. Recombinant Hck-YEEI plus Nef, Z-Lyte FRET kinase assay. inhibition, % at 20 µM. 220,000 tested, 0.68% active. AID 463187;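 active = Hck-Nef kinase inhibition above about 50%, limit read from the data; inactive = inhibition below that limit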;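 also: 0% = DMSO with Hck plus Nef and 100% = Hck alone without Nef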
Target sequence (P08631 whole entry, looked up): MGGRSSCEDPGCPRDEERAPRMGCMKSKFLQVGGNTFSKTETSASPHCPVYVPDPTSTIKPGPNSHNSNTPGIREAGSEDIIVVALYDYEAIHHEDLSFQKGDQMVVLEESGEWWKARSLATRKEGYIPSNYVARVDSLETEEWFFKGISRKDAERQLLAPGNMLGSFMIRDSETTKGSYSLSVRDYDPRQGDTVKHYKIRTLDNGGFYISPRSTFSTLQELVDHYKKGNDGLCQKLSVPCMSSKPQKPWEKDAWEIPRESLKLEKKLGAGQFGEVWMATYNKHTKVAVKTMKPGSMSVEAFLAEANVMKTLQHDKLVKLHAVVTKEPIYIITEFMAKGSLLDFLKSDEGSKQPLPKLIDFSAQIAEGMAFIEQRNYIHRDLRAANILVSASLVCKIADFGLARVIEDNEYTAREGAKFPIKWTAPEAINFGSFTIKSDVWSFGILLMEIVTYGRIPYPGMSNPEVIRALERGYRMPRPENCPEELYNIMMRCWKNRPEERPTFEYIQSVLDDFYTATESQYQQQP
KCC2 mod – modulators of human KCC2 chloride dependent transport; Q9H2X9; KCC2 cells, thallium flux FluoZin-2 fluorescence; B-score of Tl+ flux slope (higher = more flux/activation; lower = inhibition) at 10 µM; 190,000 tested, 2.2% active; AID 1456;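 active = thallium flux slope and its plate-corrected score both differing from the plate sample mean at a set confidence after two filtering rounds, in either direction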;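 also: slope of fluorescence scaled to starting intensity during 10 to 20 s after thallium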
L929 necroptosis – L929 zVAD cell death inhibition; L929 zVAD necroptosis rescue, ATP luminescence, 24 h; with zVAD 60 µM; AID 1377; 220,000 tested, 0.38% active; viability rescue, % at 10 µM;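 active = activation, scaled between plate controls, above about 75%, limit read from the data; inactive = activation under that limit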;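 also: 0% = zVAD with DMSO and 100% = DMSO alone without zVAD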
The depositor's hits bear a star; . = not tested or not shown.

1. c1csc(-c2noc(CN3CCOCC3)n2)c1
2. CC(=O)C1=C(O)C(=O)N(CCC(=O)O)C1c1ccc(Cl)cc1Cl (stereo unspecified)
3. Cc1ccc(C)c(S(=O)(=O)N2CCN(CC(=O)Nc3sccc3C#N)CC2)c1
4. O=C(CCCc1nc2ccccc2s1)NC(c1ccccc1)c1ccccc1
5. CCOC(=O)C1(CC2CCCCO2)CCN(C2CCSCC2)CC1 (stereo unspecified)
6. Cc1c(Cl)cccc1NC(=O)Nc1ccc(C(N)=O)cc1
7. Brc1cccc(OCCCN2CCCCCC2)c1
8. CN(C)c1ccc(NC(=O)COC(=O)c2cc(Cl)ccc2[N+](=O)[O-])cc1
9. O=C(NC1CCCCCC1)C1CCCN(S(=O)(=O)c2cnc[nH]2)C1 (stereo unspecified)
10. CC(C)NC(=O)NC(=O)COc1ccc(Br)cc1Br
assay / compound | 1 | 2 | 3 | 4 | 5 | 6 | 7 | 8 | 9 | 10
FXIIa inh 1536 | 6 | 9 | -1 | -4 | 1 | 9 | 5 | 4 | 18 | 7
FXIa inh 1536 | -4 | 3 | 12 | -13 | -4 | -4 | 0 | 6 | 9 | 7
Rad51 HR inh | -2 | -10 | -7 | -4 | . | 9 | 1 | 3 | 2 | 6
TNF necrop inh | 0.7 | -0.3 | 3.4 | 1.7 | 0.1 | -0.1 | 2.9 | 0.8 | 0.6 | 2.9
KLK5 inh | -5 | -13 | -4 | 4 | . | 1 | 3 | -13 | -6 | -14
Thrombin inh | 1 | 2 | -5 | -9 | -7 | -8 | 0 | -1 | 3 | -10
Hck-Nef inh | 15 | -2 | 0 | 0 | -2 | 20 | 4 | 5 | 0 | 5
KCC2 mod | 0.13 | 0.044 | -0.004 | 1.3 | -0.13 | -0.018 | 0.37 | -0.25 | . | -0.5
L929 necroptosis | -0.2 | -0.7 | -0.1 | 1.8 | -1.6 | 7.0 | 2.8 | 0.1 | 1.5 | 0.8

Profiles as entered above.
Shown for Cc1c(Cl)cccc1NC(=O)Nc1ccc(C(N)=O)cc1 : FXIIa inh 1536 = 9; FXIa inh 1536 = -4; Rad51 HR inh = 9; TNF necrop inh = -0.1; KLK5 inh = 1; Thrombin inh = -8; Hck-Nef inh = 20; KCC2 mod = -0.018; L929 necroptosis = 7.0
Shown for CCOC(=O)C1(CC2CCCCO2)CCN(C2CCSCC2)CC1 (stereo unspecified) : FXIIa inh 1536 = 1; FXIa inh 1536 = -4; Rad51 HR inh = .; TNF necrop inh = 0.1; KLK5 inh = .; Thrombin inh = -7; Hck-Nef inh = -2; KCC2 mod = -0.13; L929 necroptosis = -1.6
Shown for CC(=O)C1=C(O)C(=O)N(CCC(=O)O)C1c1ccc(Cl)cc1Cl (stereo unspecified) : FXIIa inh 1536 = 9; FXIa inh 1536 = 3; Rad51 HR inh = -10; TNF necrop inh = -0.3; KLK5 inh = -13; Thrombin inh = 2; Hck-Nef inh = -2; KCC2 mod = 0.044; L929 necroptosis = -0.7

Remaining list, next part.
11. COc1ccc(CC(=O)Nc2ccc(C(=O)NCC(C)C)cc2)cc1
12. O=C(COn1nnc2ccccc21)N1CCN(Cc2ccccc2)CC1
13. CCc1ccccc1NC(=S)N=Nc1c(O)n(C)c2ccc(S(=O)(=O)N3CCOCC3)cc12
14. COc1nc(OC)nc(N2CCC(C(=O)Nc3cccc4ccccc34)CC2)n1
15. Cc1n[nH]c(C)c1S(=O)(=O)N1CCCC(C(=O)NC2CCCc3ccccc32)C1 (stereo unspecified)
16. CCC(NS(=O)(=O)c1cn(C)nc1C)c1ccccc1 (stereo unspecified)
17. O=C1Nc2ccccc2C(=O)C1(Cl)Cc1ccccc1 (stereo unspecified)
18. CCOC(=O)C1=C(CP(=O)(c2ccccc2)c2ccccc2)NC(=O)NC1c1ccc(OC)cc1 (stereo unspecified)
19. COC(=O)[C@H](CCSC)NC(=O)Nc1ccc(OC)cc1
20. Cc1ccc2c(C(=O)CN3CCOCC3)c(C)[nH]c2c1
assay / compound | 11 | 12 | 13 | 14 | 15 | 16 | 17 | 18 | 19 | 20
FXIIa inh 1536 | 7 | 10 | 14 | 17 | 17 | 9 | 15 | 12 | 22 | 15
FXIa inh 1536 | -8 | -1 | 9 | -6 | 2 | -1 | -2 | 5 | 6 | 1
Rad51 HR inh | -2 | 2 | . | -1 | 0 | -63 | 1 | 1 | -1 | 11
TNF necrop inh | -1.3 | 1.2 | -6.4 | -0.4 | -1.1 | 0.2 | -12 | 1.4 | 3.0 | -0.5
KLK5 inh | -13 | 1 | -24 | -6 | -5 | -4 | 2 | -8 | -3 | 20
Thrombin inh | -7 | -4 | 12 | -2 | 2 | 4 | 1 | -10 | -4 | 28
Hck-Nef inh | 1 | 22 | 3 | 3 | 2 | 10 | -4 | 3 | 5 | -1
KCC2 mod | -0.21 | 0.51 | 11* | -1.7 | . | 1.3 | -0.35 | 0.19 | 0 | 0.47
L929 necroptosis | 0.2 | 2.0 | . | 0.3 | 1.0 | 0.1 | 0.1 | 0.6 | -0.3 | 0.3

21. CCOC(=O)C1(Cc2cccc(OC)c2)CCCN(Cc2ccc(NC(C)=O)cc2)C1 (stereo unspecified)
22. O=C1CS(=O)CN1c1ccc(Oc2ccccc2)cc1 (stereo unspecified)
23. CC(C(=O)O)c1n[nH]c(=O)c2ccccc12 (stereo unspecified)
24. NNC(=S)NCc1ccccc1
25. COc1ccc2nc(Cl)c(C3CC(c4ccco4)=NN3C(=O)CCC(=O)O)cc2c1 (stereo unspecified)
26. COc1ccc(C(=O)CSc2nnc(CN3CCCCC3)n2-c2ccc(Cl)cc2)cc1OC
27. C#CCOc1nc2c(c(=O)n(C)c(=O)n2C)n1Cc1ccccc1
28. CC(=O)Nc1cccc(Nc2nc(-c3ccccc3F)nc3ccccc23)c1
29. CC(NCc1ccc(F)cc1)C(=O)NC1CCCCC1 (stereo unspecified)
30. CC(C)(C)C(=O)Cn1ncc(N2CCCC2)c(Br)c1=O
assay / compound | 21 | 22 | 23 | 24 | 25 | 26 | 27 | 28 | 29 | 30
FXIIa inh 1536 | 14 | 1 | 13 | 10 | 9 | 7 | 4 | 14 | 6 | 16
FXIa inh 1536 | 6 | 1 | 4 | 2 | -3 | 6 | 0 | 3 | 0 | 1
Rad51 HR inh | 4 | -2 | 6 | 11 | . | 5 | 1 | -1 | 31 | -12
TNF necrop inh | -2.3 | 0.0 | 1.2 | 0.2 | 0.4 | 0.9 | 0.1 | -0.9 | 0.2 | -1.8
KLK5 inh | . | -12 | -6 | 3 | -8 | -16 | 1 | -6 | -4 | -7
Thrombin inh | 2 | 2 | 3 | 4 | -1 | -4 | -3 | -5 | 0 | 3
Hck-Nef inh | 2 | -15 | 0 | 18 | 0 | 3 | 13 | 29 | 11 | 0
KCC2 mod | 2 | -0.59 | -0.17 | 0.81 | 0.39 | -0.74 | 0.016 | 0.43 | 0.27 | -0.82
L929 necroptosis | -0.6 | 0.7 | 0.6 | 0.7 | -0.8 | 0.2 | -0.2 | 15 | -0.2 | 0.9

31. COc1ccc(N2CCC(CNC(=O)Nc3ccc(C)c(C)c3)C2)cc1 (stereo unspecified)
32. O=C(CCc1nnc(COc2ccccc2)o1)NCc1ccccc1
33. Cc1nnc(C)n1/N=C/c1ccc(-c2ccccc2)cc1
34. CCc1nn(CC(=O)NCCCN2CCCC2=O)c(=O)c2cc3sccc3n12
35. CCNC(=O)CSc1nnc(-c2ccc(OC)cc2)n1CC(C)C
36. Cc1ccccc1N1C(=O)N(c2cccc(C(F)(F)F)c2)C2CS(=O)(=O)CC21 (stereo unspecified)
37. Cc1cc(C)cc(NC(=O)C(Nc2ccccc2)c2ccccc2)c1 (stereo unspecified)
38. Cc1ccc(Nc2c(-c3ccccn3)nc3cccc(C)n23)cc1
39. COc1ccc(NC(=O)c2ccc(Cl)nc2)cc1S(=O)(=O)N1CCCCC1
40. CCCC1(c2ccccc2)NC(=O)N(CC(=O)Nc2cc(S(=O)(=O)N3CCOCC3)ccc2Cl)C1=O (stereo unspecified)
assay / compound | 31 | 32 | 33 | 34 | 35 | 36 | 37 | 38 | 39 | 40
FXIIa inh 1536 | -2 | 12 | 16 | 6 | 11 | 14 | 4 | 9 | -6 | 0
FXIa inh 1536 | -2 | 0 | -29 | 3 | -11 | 1 | 3 | 0 | -4 | -1
Rad51 HR inh | . | 4 | 4 | 5 | -2 | 6 | 9 | -4 | 17 | -8
TNF necrop inh | 2.2 | -0.2 | -2.0 | 0.4 | 1.2 | -2.0 | 3.3 | -3.0 | -1.4 | -5.6
KLK5 inh | -14 | -1 | 2 | -4 | -19 | -7 | -21 | -21 | -19 | -5
Thrombin inh | -6 | -11 | -1 | 0 | 1 | 1 | -14 | -16 | 3 | .
Hck-Nef inh | 13 | 18 | 0 | -4 | 1 | -1 | 6 | 18 | -8 | 27
KCC2 mod | 0.48 | -0.038 | -0.037 | -0.76 | -0.1 | 0.089 | 0.11 | 0.033 | -0.77 | -0.71
L929 necroptosis | . | 1.4 | -0.1 | 0.2 | 2.2 | -0.6 | 0.6 | 2.3 | 2.8 | -1.4

41. CNC(=O)N(O)C1N(/N=C/c2ccccc2O)C(=S)SC1(C)C (stereo unspecified)
42. CC(=O)NCCCNc1ccc([N+](=O)[O-])cc1
43. Cc1ccc(C)c(S(=O)(=O)N2CCNCC2)c1
44. O=C(CCN1C(=O)/C(=C/c2ccc(F)cc2)SC1=S)NNC(=O)c1ccncc1
45. Cn1nc(-c2ccc(OCC(=O)NCC3CCCO3)cc2)c2ccccc2c1=O (stereo unspecified)
46. COc1ccccc1NC(=O)N1CCN(c2ccccn2)CC1
47. COc1ccc(C(=O)N(CN2CCCC2=O)c2nccs2)cc1OC
48. Cc1ccc(C)n1NC(=O)c1cccc(Cl)c1
49. Cc1ccc(-n2c(O)c(C=NCc3ccccn3)c3ccccc3c2=O)cc1
50. O=C(Nc1ccc(C(F)(F)F)cc1)c1cnc(N2CCN(c3ccccn3)CC2)c2ccccc12
51. Cc1cc([N+](=O)[O-])nn1CC(=O)N1N=C(C(F)F)CC1(O)C(F)F (stereo unspecified)
assay / compound | 41 | 42 | 43 | 44 | 45 | 46 | 47 | 48 | 49 | 50 | 51
FXIIa inh 1536 | -1 | 8 | -6 | 0 | 14 | -1 | 0 | 9 | 8 | 6 | 1
FXIa inh 1536 | -1 | 2 | -5 | -4 | 0 | 3 | -3 | 7 | 6 | -3 | 6
Rad51 HR inh | -13 | . | 5 | . | 2 | 2 | 3 | 2 | . | 5 | 5
TNF necrop inh | 1.3 | 0.7 | 0.4 | 1.5 | -4.5 | 0.3 | 0.3 | -0.8 | 1.4 | -1.5 | -4.0
KLK5 inh | -1 | -12 | -21 | -5 | -16 | 35 | 4 | 1 | -32 | -2 | -12
Thrombin inh | -5 | -3 | 0 | -2 | 3 | 22 | 5 | 4 | 0 | -10 | -6
Hck-Nef inh | 8 | 4 | 41 | 16 | 5 | 1 | 4 | -18 | 4 | 27 | 3
KCC2 mod | -2.6 | 1.2 | 0.65 | -0.33 | 1 | . | 0.49 | -0.11 | -0.59 | 1.4 | 0.76
L929 necroptosis | 2.4 | 0.2 | -0.2 | -0.1 | -0.2 | -0.9 | 4.5 | 0.4 | 0.7 | 13 | -0.7

Screening data deposited in PubChem by several laboratories.

An excerpt (hit frequency here may not be typical).
